# PAFAH2 FP inh: inhibitors of human PAFAH2; recombinant PAFAH2, FP-rhodamine activity probe, fluorescence polarization; Q99487; 0.99% of 340,000 active; inhibition, % at 3.39 µM; AID 492956;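 active means inhibition above the mean over all tested compounds plus 3 SD, cut at about 30% in these data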;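 further: inhibitors block probe labeling of enzyme so polarization drops; 0% = enzyme with DMSO and 100% = wells lacking PAFAH2 protein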
# PAFAH1B3 FP inh: PAFAH1B3 (human) inhibition; recombinant PAFAH1B3, FP-rhodamine probe, fluorescence polarization; inhibition, % at 3.39 µM; 0.28% of 340,000 active; AID 492972;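 active means inhibition above the screen-wide average of all tested compounds plus 3 SD, cut at about 25% in these data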;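 further: 0% = enzyme with DMSO only and 100% = wells lacking PAFAH1B3 protein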
# Target sequence (Q15102 whole entry, looked up): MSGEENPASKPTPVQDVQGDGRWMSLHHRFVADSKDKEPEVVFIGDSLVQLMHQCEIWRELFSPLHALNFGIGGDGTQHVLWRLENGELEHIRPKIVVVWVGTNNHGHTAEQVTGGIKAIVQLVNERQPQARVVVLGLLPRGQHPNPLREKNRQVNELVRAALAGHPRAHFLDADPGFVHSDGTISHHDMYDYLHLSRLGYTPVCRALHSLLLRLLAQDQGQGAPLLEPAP
# EBNA-1 inhibitor: blocks EBNA-1 binding to DNA | 0.34% of 300,000 active | AID 1950 | inhibition, % at 14.8 µM | EBNA-1 DNA binding, fluorescence polarization; in the data active means inhibition above about 28%
# PAD4 FP inh: inhibitors of human PAD4. Q9UM07. recombinant PAD4, RCA probe fluorescence polarization. inhibition, % at 6.36 µM. 0.41% of 330,000 active. AID 485272;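 active means percent inhibition above a cutoff equal to the mean of all tested compounds plus 3 SD, cut at about 15% in these data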;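 further: 0% = PAD4 with RCA probe and DMSO and 100% = probe without PAD4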
# PREPL inh: inhibitors of human prolyl oligopeptidase-like enzyme PREPL. Q4J6C6. inhibition, % at 5.96 µM. 0.68% of 320,000 active. AID 2751. recombinant PREPL, fluorescence polarization activity-based probe; in the data active means inhibition above about 43%;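 further: 0% = enzyme with DMSO and 100% = wells lacking enzyme; many of its hits are not listed in these tables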
# ZTA counter: ZTA (EBV) inhibition in EBNA-1 counter-screen. P03206. ZTA-DNA binding, fluorescence polarization. inhibition, % at 11 µM. 0.15% of 320,000 active. AID 2234; in the data active means inhibition above about 33%
# Target sequence (P03206 whole entry, looked up): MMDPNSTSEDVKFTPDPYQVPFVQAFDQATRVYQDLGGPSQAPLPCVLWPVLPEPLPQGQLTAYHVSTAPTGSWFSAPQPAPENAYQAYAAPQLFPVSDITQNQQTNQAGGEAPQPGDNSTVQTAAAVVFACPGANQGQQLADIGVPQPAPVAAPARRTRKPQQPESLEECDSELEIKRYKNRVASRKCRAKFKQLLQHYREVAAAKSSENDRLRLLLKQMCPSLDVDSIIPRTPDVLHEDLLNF
# GSTO1 inh: blocks human GSTO1 in RBBP9 counter-screen | recombinant GSTO1, activity-based probe fluorescence polarization | P78417 | inhibition, % at 5.96 µM | 1.1% of 300,000 active;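 active means inhibition above the campaign mean inhibition plus 3 SD, cut at about 35% in these data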;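 further: 0% = GSTO1-1 with DMSO and 100% = wells lacking GSTO1-1 enzyme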
# Target sequence (P78417 whole entry, looked up): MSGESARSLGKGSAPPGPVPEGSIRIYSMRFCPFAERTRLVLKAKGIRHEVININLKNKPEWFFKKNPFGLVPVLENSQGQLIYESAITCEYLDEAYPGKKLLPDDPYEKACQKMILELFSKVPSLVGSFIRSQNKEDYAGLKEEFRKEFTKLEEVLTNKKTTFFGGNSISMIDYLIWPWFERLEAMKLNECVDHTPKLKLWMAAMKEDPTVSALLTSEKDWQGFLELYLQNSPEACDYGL
# LYPLA1 inh: counter-screen for PME1 inhibitors: inhibitors of human LYPLA1; O75608; 0.16% of 320,000 active; inhibition, % at 5.9 µM; recombinant LYPLA1, FP-Rh probe fluorescence polarization; AID 2174;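 active means inhibition above the mean of all tested compounds plus 3 SD, set per campaign, cut at about 14% in these data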;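 further: inhibitors block serine hydrolase probe labeling of LYPLA1 so polarization falls; 0% = enzyme with DMSO and 100% = wells lacking LYPLA1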
# LYPLA2 counter: counter-screen for PME1 inhibitors: inhibitors of human LYPLA2. 0.38% of 320,000 active. O95372. inhibition, % at 5.9 µM. recombinant LYPLA2, FP-Rh probe fluorescence polarization;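 active means inhibition above the screen-wide mean plus 3 SD, limit set per campaign, cut at about 26% in these data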;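 further: 0% = LYPLA2 with DMSO and 100% = wells lacking LYPLA2 enzyme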
# Target sequence (O95372 whole entry, looked up): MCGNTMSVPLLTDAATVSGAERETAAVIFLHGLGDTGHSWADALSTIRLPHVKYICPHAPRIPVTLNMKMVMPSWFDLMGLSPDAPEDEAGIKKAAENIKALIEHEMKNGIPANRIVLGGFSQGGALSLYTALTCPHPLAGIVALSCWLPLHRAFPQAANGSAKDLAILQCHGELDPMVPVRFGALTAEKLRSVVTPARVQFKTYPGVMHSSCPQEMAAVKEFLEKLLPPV
# * marks the source's active call; other numbers are inactive results; · = not tested or not shown.
SMILES,PAFAH2 FP inh,PAFAH1B3 FP inh,EBNA-1 inhibitor,PAD4 FP inh,PREPL inh,ZTA counter,GSTO1 inh,LYPLA1 inh,LYPLA2 counter
O=C(CSc1nnc2scc(-c3ccccc3)n12)NCc1ccco1,-5,0,7,0,-2,7,1,-2,-8
Cc1cc2c3c([nH]c2cc1S(=O)(=O)NCCCOC(C)C)CC(C)(C)CC3=O,-4,4,8,3,2,22,-2,-5,-3
COc1ccccc1NC(=O)Cn1c(CN2CCCCC2)nc2ccccc2c1=O,2,6,-6,2,-6,-18,0,0,2
CCc1nn(-c2ccccc2)c2c1-c1cc(OC)c(OC)cc1C1(N2)C(=O)Nc2ccccc21 (stereo not drawn),-18,4,-3,-2,7,-7,3,-1,7
O=C(Nc1ccc(N2CCCC(O)C2)cc1)c1snc2c(=O)[nH]cnc12 (stereo not drawn),9,6,-8,3,15,-9,-6,3,-1
Cc1ccccc1-n1c(N)c(C(=O)Nc2ccc(F)cc2)sc1=S,-2,5,5,-4,-5,8,4,-4,-3
CCCCCc1ccc(-c2cn(Cc3ccc(C)cc3)nn2)cc1,-3,4,-4,1,-4,3,5,0,-2
CCOC(=O)C1CCCN(Cc2sccc2C)C1 (stereo not drawn),5,5,-6,2,19,13,4,1,2
CCn1cc(C(=O)NCCC2=CCCCC2)c(=O)c2cc(S(=O)(=O)N(C)C)ccc21,14,-2,5,1,-6,8,-4,-3,1
CCOC(=O)Cn1c(=O)cc(C)c2cccc(C)c21,1,10,5,-2,18,-5,27,1,4
Cc1ccc(SCC(=O)NN2C(=O)c3ccccc3C2=O)cc1,1,6,-1,-4,-20,-4,4,-2,0
COc1ccc(C2=NOC(C(=O)NCc3cccs3)C2)cc1OC (stereo not drawn),·,·,11,2,-7,-4,-3,-3,4
COc1ccccc1N1CCN(C(=O)c2cc(=O)c3cc(C)ccc3o2)CC1,-2,3,1,-13,9,3,1,4,2
Cc1ccc(C2Cc3cc(O)c(O)cc3CN2)cc1 (stereo not drawn),·,·,5,7,19,-2,24,-1,0
Cc1cccc(NC(=O)c2ccc(-n3cccn3)c([N+](=O)[O-])c2)c1,-12,-6,3,1,3,2,-5,-2,3
COc1ccc(CN2CCNC(=O)C2CC(=O)N(C)Cc2nonc2C)c(F)c1 (stereo not drawn),6,-3,1,-2,5,12,5,1,2
Cc1cc(C)nc(N/N=C2/CCSc3ccc(F)cc32)n1,-6,6,-13,-2,13,1,5,1,-1
N#Cc1nc(-c2ccccc2F)oc1N1CCCC1,5,13,10,2,5,-18,-3,0,6
COC(=O)[C@H](CC(C)C)NC(=O)Nc1ccccc1F,0,7,-10,4,3,-9,9,-1,-4
CCN(CC)c1ccc(C(=S)NC2CCCCC2)cc1,-2,4,-8,0,-3,-12,2,-2,-3
CC(C)c1ccc(OCC(=O)Nc2cccc(C(=O)Nc3ccccc3C(=O)O)c2)cc1,-30,-5,0,-5,-6,18,-69,-11,-25
Cc1ccccc1NC(=O)CON=C(N)c1ccccc1,-3,-1,·,0,20,-9,·,1,-2
O=C(CSCc1ccccc1Cl)N1CCN(c2ccccn2)CC1,9,6,0,-2,-62,3,3,-1,1
CCn1cc(C(=O)NCC2CCCO2)c2cc(OC)c(OC)cc2c1=O (stereo not drawn),-3,6,9,0,-2,3,1,-3,-1
Cc1cc(C(=O)COC(=O)c2cccnc2Cl)c(C)n1CC1CCCO1 (stereo not drawn),7,5,-6,0,5,-2,5,-2,-4

# Additional compounds follow:
SMILES,PAFAH2 FP inh,PAFAH1B3 FP inh,EBNA-1 inhibitor,PAD4 FP inh,PREPL inh,ZTA counter,GSTO1 inh,LYPLA1 inh,LYPLA2 counter
CSc1ncccc1C(=O)OCC(=O)NC(=O)NCCC(C)C,5,6,-8,-5,9,16,-3,0,1
Oc1ccc2cccnc2c1,5,0,-13,-6,16,-9,-3,2,1
O=C(CN1CCN(S(=O)(=O)c2ccccc2)CC1)Nc1ccc(N2CCOCC2)cc1,1,12,-3,-6,7,-7,9,1,1
COc1ccccc1C(=O)N/N=C/c1ccc2c(c1)OCO2,10,4,-6,-8,8,-3,-2,0,-1
CCOc1ccccc1NC(=O)CCNS(=O)(=O)c1ccccc1,2,3,-22,-2,16,-17,-1,0,2
COc1ccc(Cl)cc1NC(=O)COC(=O)CCNC(C)=O,-5,1,-4,3,1,5,2,-1,0
CCCCN1C(=O)CC(C(=O)O)C1c1ccc(OC)cc1 (stereo not drawn),-5,12,18,-1,8,-4,13,4,5
Cc1noc(NS(=O)(=O)c2ccc(N/C=C/C(=O)c3ccc(F)cc3)cc2)c1C,13,3,5,3,9,0,6,5,5
CCCCOc1ccc(C(=O)Nc2ccc3c(c2)OCO3)cc1,-4,4,5,2,-5,-17,10,-5,2
Cc1cccc(Cn2c(Cc3ccccc3)nc3ccccc32)c1,-2,-3,1,-2,-12,11,-1,-1,0
Cc1nc2cc(C)c(C)cc2s1,2,-4,0,-3,4,4,4,-3,0
COc1ccc(/C=C(/NC(=O)c2cccs2)C(=O)N2CCOCC2)cc1OC,0,-7,1,1,12,-5,7,-1,9
Cc1cccc(NC(=S)NCc2ccco2)n1,3,4,-3,1,-15,3,-3,-2,1
Clc1cccc(-c2nc(NCc3cccnc3)c3ccccc3n2)c1,1,2,7,-2,2,-1,-25,-21,-37
Cc1ccc(NC(=O)CN2CCOCC2)c(Br)c1,0,-1,6,1,7,-8,7,2,7
C=CCN=C1SCC(=O)N1S(=O)(=O)c1ccc(C)cc1,1,-4,-6,-12,7,4,6,-2,-3
O=C(c1ccc2c(=O)n(Cc3ccc4c(c3)OCO4)c(=O)[nH]c2c1)N1CCN(c2ccccc2)CC1,8,14,-5,-2,10,-1,0,4,2
NC(=O)c1c(NC(=O)COC(=O)CSc2nnc(-c3ccc(Cl)cc3)o2)sc2c1CCC2,3,4,-6,-6,24,0,13,-1,1
C=CCn1c(NCCOC)nc2c1c(=O)n(C)c(=O)n2C,-5,-9,7,3,-2,1,-1,0,-1
CN(C)CCCNC(=O)C(=O)Nc1cc2c3c(c1)CCC(=O)N3CCC2,-1,5,-9,0,10,-2,5,1,6
CSCCC(NC(=O)c1ccc(Cl)cc1)C(=O)NC(C)(C)C (stereo not drawn),-13,6,1,-2,0,-10,5,-4,-4
CC(C)(C)c1ccc(-c2nc(N)nc(N)n2)cc1,·,·,-3,-2,-4,8,2,2,3
COc1ccc(OC)c(N2C(=O)C(Cl)=C(N3CCOCC3)C2=O)c1,-4,5,3,0,-1,8,5,0,-1
CC(=O)c1cccc(S(=O)(=O)Nc2cc(C(F)(F)F)ccc2N2CCOCC2)c1,-7,8,·,-2,3,-3,·,1,-1
COc1cccc(NC(=O)c2oc3ccccc3c2NC(=O)C(C)(C)C)c1,-20,5,-4,1,-2,-11,-9,-14,-17

# Next part
SMILES,PAFAH2 FP inh,PAFAH1B3 FP inh,EBNA-1 inhibitor,PAD4 FP inh,PREPL inh,ZTA counter,GSTO1 inh,LYPLA1 inh,LYPLA2 counter
Cc1ccc(OCc2ccc(C(=O)Nc3c(C)nn(Cc4c(F)c(F)c(F)c(F)c4F)c3C)o2)c([N+](=O)[O-])c1,-6,3,3,-4,11,-6,7,-4,-3
COCCNC(=O)c1onc(CSc2ccc(Cl)cc2)c1C(=O)O,10,6,6,2,5,1,0,0,4
O=C(Nc1ccc(S(=O)(=O)NCC2CCCO2)cc1)c1ccc(F)cc1 (stereo not drawn),-7,5,-5,-1,-6,-3,-5,1,9
CCOC(=O)C1=C(O)/C(=C\c2ccc(OC)c(OC)c2)N=C1C,-1,2,5,0,2,-9,1,1,-1
O=C(CCNC(=O)c1ccc(Cl)cc1)Nc1ccncc1,5,2,5,-3,-3,4,9,-2,3
Cc1c(C(=O)NNC(=S)NCc2ccc(Cl)cc2)oc2ccccc12,3,0,14,2,6,8,6,-3,3
CC(C)C[C@H](NC(=O)c1[nH]cnc1C(=O)N[C@@H](C)C(=O)OCc1ccccc1)C(=O)OCc1ccccc1,-16,-20,·,3,8,·,·,·,·
COc1ccc(-c2noc(C3CCCN(S(=O)(=O)c4cccc(Cl)c4)C3)n2)cc1OC (stereo not drawn),-10,2,8,2,-4,0,11,-5,-2
Fc1ccc(C2c3[nH]c4ccccc4c3CCN2CCCn2cccn2)cc1 (stereo not drawn),-7,7,-2,1,-30,-16,-4,-1,-1
O=C(NCC1CCCO1)Nc1ccccc1 (stereo not drawn),3,10,-6,0,-3,-17,5,0,6
COc1cccc(-c2nc(NCc3ccccc3)c3ccccc3n2)c1O,2,-2,1,-8,5,-3,16,-5,2
Cc1ccc(/C=C2/SC(=S)N(CCCC(=O)Nc3cc([N+](=O)[O-])ccc3O)C2=O)cc1,32*,9,1,-4,2,-5,-1,-2,1
COc1cc(C(=O)Nc2ccncc2)cc(OC)c1OC,-6,1,3,-2,7,15,-10,-3,-3
Cc1cc(=O)n2[nH]c(-c3cccc(Cl)c3)cc2n1,8,3,-6,-7,1,1,-5,1,1
N#Cc1cc(-c2ccc(Cl)cc2)cn(Cc2c(Cl)cccc2Cl)c1=O,1,6,11,-2,-10,3,2,1,7
CC(C)(C)c1ccc(C(=O)N2CCN(S(=O)(=O)c3ccc(Br)s3)CC2)cc1,9,6,·,-1,-2,-23,·,-2,5
O=S1(=O)CC(NCc2ccccc2)C(Nc2ccccc2)C1 (stereo not drawn),5,2,-1,-1,3,15,-8,3,-7
Cn1c(N)nc2ccccc2c1=O,·,·,-3,-1,-8,-14,2,1,0
Cc1cccc(NC(=O)CSc2nc(NS(=O)(=O)c3ccccc3)cc(=O)[nH]2)c1,-2,-3,6,-3,-10,9,1,-4,-11
CC(=O)Nc1ccc(S(=O)(=O)N2CCC3(CC2)CC(=O)c2ccccc2O3)cc1,3,1,14,1,1,-12,0,3,5
Cc1cc(C(=O)NC2CC(C)(C)Cc3c2cnn3-c2ccccc2)n(C)n1 (stereo not drawn),4,4,1,0,-5,4,6,0,-5
CC(C)OP(=O)(c1ccc(N(C)C)cc1)C(O)c1c(Cl)cccc1Cl (stereo not drawn),0,3,-8,-3,-9,6,-1,0,2
O=C(NCc1ccccc1)NC1(C(=O)N2CCN3CCCC3C2)CCCCC1 (stereo not drawn),3,5,2,2,-8,5,-2,4,3
Cc1cccc(C)c1NC(=O)C1CCCN1S(=O)(=O)c1ccccc1 (stereo not drawn),-8,10,10,-1,1,2,0,2,3
COc1ccccc1NC(=O)CCC(=O)O,-2,0,14,1,-2,6,0,-1,-1

# Compound profiles (already shown).
# `Cc1cc(C(=O)NC2CC(C)(C)Cc3c2cnn3-c2ccccc2)n(C)n1` (stereo not drawn) is listed with PAFAH2 FP inh = 4; PAFAH1B3 FP inh = 4; EBNA-1 inhibitor = 1; PAD4 FP inh = 0; PREPL inh = -5; ZTA counter = 4; GSTO1 inh = 6; LYPLA1 inh = 0; LYPLA2 counter = -5
# `Cc1ccc(NC(=O)CN2CCOCC2)c(Br)c1` is listed with PAFAH2 FP inh = 0; PAFAH1B3 FP inh = -1; EBNA-1 inhibitor = 6; PAD4 FP inh = 1; PREPL inh = 7; ZTA counter = -8; GSTO1 inh = 7; LYPLA1 inh = 2; LYPLA2 counter = 7

# The listing continues.
SMILES,PAFAH2 FP inh,PAFAH1B3 FP inh,EBNA-1 inhibitor,PAD4 FP inh,PREPL inh,ZTA counter,GSTO1 inh,LYPLA1 inh,LYPLA2 counter
C(=N\N1CCN(c2ccccc2)CC1)/c1ccccc1,0,11,-11,3,3,-15,5,4,0
COc1cccc(OC(C)c2ccnc3nc(/N=C/N(C)C)nn23)c1 (stereo not drawn),-6,4,-21,-8,7,-5,-5,1,-2
Cc1ccc(Nc2cc(-n3cccn3)ncn2)c(C)c1,11,1,0,-2,-5,4,-3,-1,-3
COc1ccc(CC(=O)NCc2n[nH]c(=S)n2C)cc1,1,0,4,4,8,-6,9,1,3
CN1C(=O)N(C)C2C1N(C)S(=O)(=O)N2C (stereo not drawn),5,4,6,-3,3,9,2,-1,0
Cn1nc2c3ccccc3n(Cc3ccccc3)c2nc1=S,7,7,-2,-3,12,-1,0,-1,4

# Only part of the results is shown; count on the stated rates, not on these rows.
